MgcRacGAP inhibition – MgcRacGAP GTPase-activating activity inhibitors, confirmation, biochemical, ADP Hunter fluorescence. MgcRacGAP-stimulated Rac1 GTP hydrolysis, ADP Hunter fluorescence; higher % means a stronger effect; GST-tagged Rac1 F28L mutant substrate. one-dose inhibition, % at 30 µM; IC50 in µM for titrated hits. 340,000 compounds, 0.6% hits;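 active = first-screen hits whose inhibition reached a set limit at any dose in the follow-up dose series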;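 also: fluorescence reports GDP produced by GAP-driven GTP hydrolysis; strong numbers were not always called active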
AID2073 – inhibitors of Mint1-CaV2.2 protein interaction, biochemical, HTRF (AID 2073); HTRF protein-protein interaction, Mint1-CaV2.2; higher % means a stronger effect; 290,000 compounds, 0.19% hits; inhibition, % at 20 µM; hits with a dose series show IC50 in µM; in the data active = inhibition mostly above about 51%, no sharp cut-off; also: some results filed as inactive read as strong as hits
NTR1 agonist – NTR1-driven beta-arrestin-GFP spot formation – imaging, U2OS cells, high content, primary screen (AID 493036); P30989; agonist mode; activation, % at 20 µM; 330,000 compounds, 0.17% hits;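 active = activation at or above 40% of the spot to cytoplasm intensity ratio, with at least 20 cells analyzed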;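 also: 0% = DMSO without peptide and 100% = 100 nM NTR1 peptide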
Target sequence (P30989 whole entry, looked up): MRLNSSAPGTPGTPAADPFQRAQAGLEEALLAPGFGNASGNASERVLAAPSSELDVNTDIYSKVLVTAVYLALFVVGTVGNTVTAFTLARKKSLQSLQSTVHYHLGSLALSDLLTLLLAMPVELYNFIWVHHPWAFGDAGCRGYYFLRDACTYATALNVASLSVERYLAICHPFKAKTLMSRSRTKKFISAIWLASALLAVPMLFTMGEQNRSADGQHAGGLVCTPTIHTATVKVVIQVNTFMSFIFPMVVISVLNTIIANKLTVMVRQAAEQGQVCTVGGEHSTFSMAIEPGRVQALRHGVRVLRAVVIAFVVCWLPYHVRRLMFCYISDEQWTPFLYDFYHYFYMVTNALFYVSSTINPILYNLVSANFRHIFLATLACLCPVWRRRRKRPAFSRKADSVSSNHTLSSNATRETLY
GPR55 beta-arrestin – selective activators of receptor GPR55 – imaging, U2OS cells, beta-arrestin-GFP redistribution, primary screen (AID 1961). 290,000 compounds, 0.048% hits. one-dose activation, % at 10 µM; EC50 in µM for titrated hits. U2OS GPR55 beta-arrestin-GFP redistribution imaging; higher % means a stronger effect;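 active = activation above 40% with more than 50 cells counted in the well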;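 also: U2OS osteosarcoma cells stably expressing GPR55 and beta-arrestin-GFP; plate controls were DMSO negative control for no effect and LPI positive control for full effect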
NS5 inhibitors – Dengue-2 NS5 methyltransferase inhibitors, primary screen, biochemical, confirmation dose response (AID 588689) | Dengue-2 NS5 methyltransferase capping enzyme assay, biochemical; higher % means a stronger effect | inhibition, % at 25 µM, or IC50 in µM where a hit was titrated | 340,000 compounds, 0.3% hits; in the data active = a potency from the dose series
GPR55 LPI antagonism – GPR55 antagonists blocking LPI-driven arrestin recruitment, primary screen, imaging, U2OS, beta-arrestin-GFP, LPI agonist (AID 2013); U2OS GPR55 beta-arrestin-GFP translocation imaging, LPI antagonism; higher % means a stronger effect; 290,000 compounds, 0.13% hits; one-dose inhibition, % at 10 µM; IC50 in µM for titrated hits;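 active = spots per cell inhibited over 60%, with over 100 cells counted and total cytoplasm intensity under 500,000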;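 also: U2OS cells stably carrying GPR55 and arrestin-GFP stimulated by 5 µM LPI near EC80; imaged beta-arrestin-GFP aggregate spots per cell after agonist stimulation; plate controls were LPI-stimulated DMSO wells for no effect and DMSO wells without LPI for full effect; some results filed as inactive read as strong as hits; confirmed hits need IC50 under 10 µM and bright autofluorescent wells are also inconclusive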
Yfh1-off respiration – mitochondrial function rescue without frataxin homolog – Friedreich's ataxia, plus single-dose screen, dose response (AID 1465); one-dose fold induction at 50 µM; EC50 in µM for titrated hits; 220,000 compounds, 0.074% hits; S. cerevisiae Yfh1-off respiration, WST-1 reduction, 72 h; higher fold induction means a stronger effect;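 active = fold induction of absorbance versus untreated yeast above a set limit, then at least 30% activation at any dose in follow-up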;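 also: activators that raise dye reduction in frataxin-depleted yeast; strong numbers were not always called active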
SV40 large T antigen – SV40 large T antigen inhibitors, biochemical (AID 1903); SV40 large T antigen ATPase/helicase inhibition assay; higher % means a stronger effect; inhibition, % at 20 µM, or IC50 in µM where a hit was titrated; 310,000 compounds, 0.39% hits; in the data active = a potency from the dose series; also: strong numbers were not always called active
GPR35 antagonists – GPR35 antagonists blocking zaprinast-driven arrestin recruitment, primary screen, imaging, U2OS, beta-arrestin-GFP, zaprinast agonist (AID 2058); U2OS GPR35 beta-arrestin-GFP translocation imaging, zaprinast antagonism; higher % means a stronger effect; one-dose inhibition, % at 10 µM; IC50 in µM for titrated hits; 290,000 compounds, 0.052% hits;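 active = inhibition of at least 50% with at least 30 cells and total cytoplasm GFP at most 10,000,000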
NTR1 agonist cell count 20 µM – also measured in NTR1 agonist; calls as there; cell count; measured here: cell count, cytotoxicity flag
NS5 inhibitors pilot replicate – recorded beside NS5 inhibitors, whose call it bears; inhibition, %; measured here: pilot screen replicate inhibition
An asterisk follows results filed as active; i = inactive; . = no result given; & = joins results of further samples.

SMILES | MgcRacGAP inhibition | AID2073 | NTR1 agonist | NTR1 agonist cell count 20 µM | GPR55 beta-arrestin | NS5 inhibitors | GPR55 LPI antagonism | Yfh1-off respiration | SV40 large T antigen | GPR35 antagonists | others
Cc1nc2scc(-c3cccs3)c2c(=O)n1-n1cccc1 | 8% | 1% | -0.5 | 39 | -0.1% | 2% | 12% | i | 7% | 13%
Cc1cc2c(NC(=O)CC(C)(C)CC(=O)O)cccc2nn1 | 5% | -3% | 0.7 | 49 | -0.2% | -5% | -2% | i | 13% | 13%
CC(C)N(C(=O)CSc1nnc(CN2CCCCCC2=O)n1-c1ccccn1)C(C)C | 2% | 14% | 0.1 | 51 | -0.1% | 9% | -8% | i | 1% | -2%
Nc1c(C(=O)Nc2ccc3c(c2)OCCO3)nnn1CCc1ccccc1 | 6% | 0% | 6.3 | 42 | -0.1% | 1% | 5% | i | 5% | 22%
COc1ccc(CCNC(=O)CSc2nc(=O)n3cccc(C)c3n2)cc1OC | 1% | . | -1.3 | 64 | . | 4% | . | . | 8% | .
COc1ccc(Cn2nnnc2CN2CCOCC2)cc1 | 7% | 7% | -0.1 | 66 | -0.5% | 3% | -6% | i | 3% | 14%
Cc1ccc2nsnc2c1N | 5% | 8% | 0.9 | 69 | 0.3% | -9% | 1% | i | 22% | 2%
CCCOc1ccc(S(=O)(=O)NNC(=O)c2cc3ccccc3o2)cc1 | 2% | 9% | 0.9 | 72 | 0.0% | -7% | -7% | i | 13% | 2%
COc1ccc(OC)c(S(=O)(=O)NC(N)=NCCc2ccccc2OC)c1 | . | 11% | -0.2 | 91 | -0.4% | . | 12% | . | 19% | -14%
COc1ccc(S(=O)(=O)N2CCC(O)(c3ccc4c(c3)OCO4)CC2)cc1 | 2% | -7% | 0.6 | 47 | -0.1% | 0% | 6% | i | 7% | -15%
COC(=O)Cn1ncc(N2CC(C)OC(C)C2)c(Cl)c1=O (stereo not drawn) | 3% | 6% | -1.3 | 44 | -0.1% | 5% | -6% | . | 5% | -7%
Cn1c(-c2ccc3c(c2)OCO3)cnc1NC(=O)CCC(=O)NCCc1ccccc1 | 8% | -4% | 0.3 | 70 | -0.3% | -5% | 3% | i | 2% | -5% | NS5 inhibitors pilot replicate=-2.4
O=C(CN1CCc2cc3c(cc2C1)OCCCO3)Nc1cccc(Br)c1 | 9% | 1% | 2.2 | 54 | 0.2% | -5% | -1% | . | 24% | -8%
COc1cc2c(cc1OC)CN(C(C)C(=O)Nc1ccc(NC(C)=O)cc1)CC2 (stereo not drawn) | 0% | 3% | 1.8 | 65 | 0.0% | -11% | 15% | i | 12% | 13% | NS5 inhibitors pilot replicate=-6.2
Cc1[nH]c2ccc(F)cc2c1CCN(Cc1cccnc1)C(=S)NC(C)(C)C | 9% | -1% | 0.5 | 93 | 0.0% | -1% | -7% | . | 7% | -8%
CC1CC(C)(C)N2C(=O)C3(Nc4ccccc4S3)c3cccc1c32 (stereo not drawn) | 6% | 3% | 5.9 | 40 | -0.2% | 3% | -4% | i | 13% | -1%
COc1ccccc1C(=O)N(Cc1ccccc1)c1ccc(C)cc1 | 6% | 3% | 5.4 | 40 | 0.3% | -2% | -10% | . | 13% | -4%
c1ccc(-c2csc(Nc3nc(N4CCOCC4)nc(N4CCOCC4)n3)n2)cc1 | 7% | -8% | 1.2 | 55 | 1.2% | -1% | 9% | i | 8% | 3%
c1ccc2c(NCC3CCCO3)nc(N3CCCCC3)nc2c1 (stereo not drawn) | 14% | 13% | 6.0 | 56 | 0.2% | -12% | 8% | i | 19% | 4%
CCCCn1c(N)c(N(CCOC)C(=O)COc2c(C)cccc2C)c(=O)[nH]c1=O | -2% | . | 2.5 | 61 | . | 8% | . | . | 29% | .
CC(C)c1ccc2[nH]c3c(c2c1)CCCC3=O | -2% | 12% | 1.6 | 48 | -0.3% | -1% | -1% | i | 2% | 9%
COC(=O)[C@@]12CCCCN1[C@H](c1ccc(-c3ccc(F)cc3)c(OC)c1)[C@@H]1C(=O)N(C)C(=O)[C@@H]12 | 2% | . | 9.8 | 55 | . | -7% | . | . | 17% | .
O=S(=O)(c1ccccc1)c1cnn2c(C(F)(F)F)cc(-c3ccccc3)nc12 | 5% | 18% | 1.1 | 119 | 0.0% | 1% | 12% | i | 12% | -1% | NS5 inhibitors pilot replicate=2.1
CN(C)CCNC(=O)Cc1c(C(=O)O)n(C)c2ccccc12 | . | 2% | . | . | -0.2% | . | -8% | . | . | 2%
COc1ccc([N+](=O)[O-])cc1NC(=O)CC1SC(=Nc2cccc(C)c2C)N(/N=C/c2cccc(OC)c2OC)C1=O (stereo not drawn) | 3%&4% | 38% | 4.1 | 75 | -0.1% | -5%&-4% | 8% | i | 3% | 13%

The closing two entries of the section before open the next one.
SMILES | MgcRacGAP inhibition | AID2073 | NTR1 agonist | NTR1 agonist cell count 20 µM | GPR55 beta-arrestin | NS5 inhibitors | GPR55 LPI antagonism | Yfh1-off respiration | SV40 large T antigen | GPR35 antagonists | others
CN(C)CCNC(=O)Cc1c(C(=O)O)n(C)c2ccccc12 | . | 2% | . | . | -0.2% | . | -8% | . | . | 2%
COc1ccc([N+](=O)[O-])cc1NC(=O)CC1SC(=Nc2cccc(C)c2C)N(/N=C/c2cccc(OC)c2OC)C1=O (stereo not drawn) | 3%&4% | 38% | 4.1 | 75 | -0.1% | -5%&-4% | 8% | i | 3% | 13%
Cc1ccc(S(=O)(=O)Cn2nnnc2CN2CCN(C(=O)c3ccco3)CC2)cc1 | 4% | 10% | -0.2 | 57 | 0.7% | -3% | -1% | . | 3% | -9%
COc1cc(C(=O)CCN2CCC(c3ccccc3)C2)cc(OC)c1OC (stereo not drawn) | 5% | 30% | -1.7 | 46 | 1.1% | -33% | 12% | i | 7% | -2%
Cc1cc(S(=O)(=O)NCC(c2ccc(F)cc2)N2CCN(C)CC2)ccc1F (stereo not drawn) | 4% | . | -0.3 | 60 | . | -8% | . | . | 3% | .
O=C(O)CSc1nccc2ccccc12 | 1% | 5% | 0.0 | 51 | -0.1% | . | 11% | i | 18% | 10%
Cc1ccc(NC(=O)C(C)OC(=O)CCC2CCCCC2)cc1 (stereo not drawn) | -3% | . | 0.5 | 42 | . | -5% | . | . | 7% | .
CC(C)Cc1nc(N2CCN(C(=O)C(C)C)CC2)c(C#N)c2c1CCC2 | 2% | 21% | 2.2 | 52 | 0.0% | 2% | 4% | i | 3% | -7%
O=C(NNC(=S)NC(=O)c1ccccc1)c1ccc(O)cc1 | 9% | -23% | 1.0 | 96 | -0.1% | 5% | 9% | . | 12% | -5%
CN(C)CCNC(=O)c1csc(Nc2cccc3ccccc23)n1 | 4% | -9% | 0.9 | 54 | -0.2% | 5% | -4% | . | 4% | 0%
CSc1nsc(SC)c1NC(=O)OC1CCCCC1 | 4% | -26% | -7.5 | 70 | -0.1% | -6% | 6% | i | -4% | 1%
CCn1c(SCc2cccnc2)nc2c1c(=O)n(C)c(=O)n2C | 5% | 1% | -1.1 | 64 | -0.3% | 4% | 2% | i | 10% | -16%
COC(=O)c1cccc(S(=O)(=O)N(Cc2ccco2)Cc2cc3cc(OC)c(OC)cc3[nH]c2=O)c1 | -1% | -1% | 2.1 | 80 | -0.1% | -9% | -3% | i | 10% | 8%
Cc1cc2c3ccccc3ncn2n1 | 1% | 3% | -0.8 | 65 | -0.1% | -9% | 5% | i | 8% | -8%
O=C(OCCCOC(=O)c1ccc(Br)o1)c1ccc(Br)o1 | 10% | . | 0.3 | 66 | . | -7% | . | . | 11% | .
S=C1NC2=C(C(c3ccc(Br)cc3)N1)N1CCC2CC1 (stereo not drawn) | 6% | -38% | -0.2 | 35 | 0.0% | -3% | 3% | i | 7% | 9%
CCOc1ccccc1NC(=O)c1nnn(CC(=O)Nc2cc(C)cc(C)c2)c1N | 10% | 42% | -0.1 | 62 | 0.2% | -1% | 10% | . | 11% | 14%
CCCCNC(=O)CCCCC(=O)N/N=C/c1cccc(Cl)c1 | 4% | 1% | 2.5 | 42 | 0.5% | 0% | -15% | i | 12% | -10%
O=C(N/N=C/C(Br)=C\c1ccccc1)c1cccs1 | . | -10% | 7.6 | 59 | -0.1% | . | 4% | i | 3% | 2%
CCCOc1ccc(N2C(=O)CC(SC(=NCC)Nc3cccc(F)c3)C2=O)cc1 (stereo not drawn) | 4% | 34% | 5.6 | 79 | -0.3% | 2% | -10% | i | 14% | 11%
COc1ccc(NC(=O)c2ccc(C)cc2)c(OC)c1 | 6% | -7% | 3.3 | 58 | 0.2% | -1% | 7% | i | 11% | 23%
CS(=O)(=O)Nc1ccc(S(=O)(=O)NC2CCCCC2)cc1 | 4% | -4% | 1.3 | 37 | -0.2% | -4% | -2% | i | 8% | -7%
Nc1ncnc2c1nc(Br)n2[C@@H]1O[C@@H]2COP(=O)(O)O[C@H]2[C@H]1O | 3% | . | -1.2 | 57 | . | -1% | . | i | 7% | .
CCC1CCCCN1CCCNC(=O)c1cn(C)c2ccc(S(=O)(=O)N(C)C3CCCCC3)cc2c1=O (stereo not drawn) | 8% | 49% | -0.3 | 46 | -0.1% | -6% | -6% | . | 6% | -2%
CS(=O)(=O)N(CC(=O)N1CCN(c2ccccc2F)CC1)c1ccc2c(c1)OCCO2 | 4% | -8% | 1.2 | 50 | -0.2% | 3% | 10% | i | 18% | 6%

Pulled by structure from above:
SMILES | MgcRacGAP inhibition | AID2073 | NTR1 agonist | NTR1 agonist cell count 20 µM | GPR55 beta-arrestin | NS5 inhibitors | GPR55 LPI antagonism | Yfh1-off respiration | SV40 large T antigen | GPR35 antagonists | others
O=C(NNC(=S)NC(=O)c1ccccc1)c1ccc(O)cc1 | 9% | -23% | 1.0 | 96 | -0.1% | 5% | 9% | . | 12% | -5%
CC(C)Cc1nc(N2CCN(C(=O)C(C)C)CC2)c(C#N)c2c1CCC2 | 2% | 21% | 2.2 | 52 | 0.0% | 2% | 4% | i | 3% | -7%
COc1ccc(NC(=O)c2ccc(C)cc2)c(OC)c1 | 6% | -7% | 3.3 | 58 | 0.2% | -1% | 7% | i | 11% | 23%
CCn1c(SCc2cccnc2)nc2c1c(=O)n(C)c(=O)n2C | 5% | 1% | -1.1 | 64 | -0.3% | 4% | 2% | i | 10% | -16%

Screening data deposited in PubChem by several laboratories.
